Screening data deposited in PubChem by several laboratories.
HTR5A inv ag: HTR5A inverse agonists in luminescence cell assay, primary screen, counter-screen for OPRM1-OPRD1 heterodimer inverse agonist project, full-deck HTS; 5-hydroxytryptamine receptor 5A (Homo sapiens), P47898; actives 0.083% (n = 340,000); HTR5A cell line, inverse agonism; AID 504634, 2011; inhibition, % at 9.3 µM; in the data active = inhibition mostly above about 23%, no sharp cut-off; inactive = mostly below about 18%;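 note: 0% = cells with DMSO and 100% = no-cell wells with DMSO; some compounds called inactive have numbers as strong as hits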
Tat export inh: E. coli Tat export inhibitors, primary screen, MC4100, TorA-mCherry reporter, fluorescence, single point; inhibition, % at 10 µM; actives 0.036% (n = 340,000); AID 488895, 2010;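 active = mean replicate inhibition at least 50% and at least half of replicates individually reaching 50%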;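 note: exported cargo escapes ClpAP degradation while cytoplasmic cargo is degraded and loses fluorescence; 0% = median of neutral control wells and 100% = median of NaSCN control wells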
HTR5A ag: HTR5A agonists in luminescence cell assay, primary screen, counter-screen for OPRM1-OPRD1 heterodimer agonist project, full-deck HTS; cell-based; activation, % at 9.3 µM; 5-hydroxytryptamine receptor 5A (Homo sapiens), P47898; actives 0.61% (n = 340,000); in the data active = activation mostly above about 9.5%, no sharp cut-off; inactive = mostly below about 7.6%;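 note: 0% = cells with vehicle only and 100% = reference agonist; strong numbers were not always called active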
E coli growth: E. coli V3065 growth inhibition, primary screen, counter-screen for AddAB inhibitor project, absorbance, OD600 | inhibition, % at 11.9 µM | 18 h | AID 449728, 2010 | actives 0.27% (n = 330,000);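 active = inhibition above the campaign's mean inhibition across all tested compounds plus 3 SD, cut at about 9.9% in these data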;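 note: uninfected addAB+ strain grown without phage in ampicillin broth; 0% = DMSO wells and 100% = ciprofloxacin 0.95 µg/ml wells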
PKA-R1A activ: activators of PKA-R1A holoenzyme, primary screen, biochemical, fluorescence polarization, Cy5-IP20, bovine R1A, mouse PKAc. actives 0.083% (n = 340,000). cAMP-dependent protein kinase type I-alpha regulatory subunit (Bos taurus) + …. PKA-R1A dissociation; scaled: DMSO 0%, 113 µM cGMP 100%. AID 504707, 2011. activation, % at 11.4 µM;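 active = percent activation above the mean of all tested compounds plus 3 SD, cut at about 19% in these data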;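 note: higher means more PKAc released from R1A so a rise in polarization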
PKA-R2B act: activators of PKA-R2B holoenzyme, primary screen, biochemical, fluorescence polarization, Cy5-IP20, human. cAMP-dependent protein kinase catalytic subunit beta (Homo sapiens) + cAMP-dependent …. PKA-R2B holoenzyme dissociation; R2B truncated from residue 108, S112A mutant; 0% DMSO only, 100% 113 µM cGMP. activation, % at 11.4 µM. actives 0.079% (n = 340,000). AID 504700, 2011;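 active = activation above a cutoff set at the mean over all compounds plus 3 SD, cut at about 18% in these data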;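 note: higher means more holoenzyme dissociation and a rise in polarization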
Target sequence (P31323 whole entry, looked up, other chains not shown, the tested form may be a part): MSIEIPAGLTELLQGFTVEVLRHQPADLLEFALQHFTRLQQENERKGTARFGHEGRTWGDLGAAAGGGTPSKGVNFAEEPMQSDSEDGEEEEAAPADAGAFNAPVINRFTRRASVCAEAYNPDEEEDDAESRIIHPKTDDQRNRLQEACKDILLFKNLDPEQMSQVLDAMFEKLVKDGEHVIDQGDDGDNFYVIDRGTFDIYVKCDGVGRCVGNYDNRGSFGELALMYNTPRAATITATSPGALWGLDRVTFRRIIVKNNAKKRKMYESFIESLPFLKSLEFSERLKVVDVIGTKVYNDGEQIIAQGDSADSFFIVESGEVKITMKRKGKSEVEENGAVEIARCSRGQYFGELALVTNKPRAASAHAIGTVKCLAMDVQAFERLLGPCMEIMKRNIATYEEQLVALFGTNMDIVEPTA
AddAB inh: growth inhibition of E. coli expressing H. pylori AddAB, primary screen, AddAB inhibitor project, absorbance | inhibition, % at 11.9 µM | actives 0.29% (n = 330,000) | AID 435030, 2010; in the data active = inhibition above about 12%;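 note: 0% = vehicle wells of infected cells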
SUMO Mot1 rescue: yeast Mot1-301 growth rescue at high temperature, primary screen, SUMOylation pathway inhibitor project, S. cerevisiae, ATP luminescence, 38.5C; S. cerevisiae Mot1-301 growth rescue; percent above DMSO median, 100 means doubled; growth rescue, % at 18.8 µM; actives 1% (n = 320,000);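 active = every valid replicate shows activation above 250% relative to neutral control wells; inactive = the rest, any valid replicate at or below 250%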;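 note: OY570 slx delta 5 strain wells were the positive control but not used for scaling; some compounds called inactive have numbers as strong as hits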
CDK5 inh: inhibitors of human CDK5/p35 kinase, primary screen, biochemical, single concentration. actives 0.01% (n = 330,000). inhibition, % at 10 µM. Recombinant CDK5/p35, ADP-Glo luminescence, 60 min. Cyclin-dependent kinase 5 (Homo sapiens) + Cyclin-dependent kinase 5 activator 1 (Homo …;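 active = highest replicate inhibition of at least 50% and at least 75% of replicates reaching 50%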;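 note: plate controls were DMSO neutral control for no effect and GW8510 at 10 µM for full effect; many of its hits are not listed in these tables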
phage Ecoli inh: growth loss of phage-infected E. coli, primary screen, RecBCD inhibitor project, absorbance, with phage, HTS; inhibition, % at 11.9 µM; actives 0.26% (n = 360,000); in the data active = inhibition above about 11%
DAGLB inhibitor: DAGLB lipase inhibitors, primary screen, biochemical, fluorescence, HTS. Diacylglycerol lipase-beta (Homo sapiens), Q8NCG7. inhibition, % at 5.17 µM. actives 0.059% (n = 340,000). HEK293T DAGLB membrane lysate, EnzChek fluorogenic substrate; in the data active = inhibition above about 34%;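 note: 0% = enzyme with vehicle and 100% = wells lacking enzyme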
Target sequence (Q8NCG7 whole entry, looked up): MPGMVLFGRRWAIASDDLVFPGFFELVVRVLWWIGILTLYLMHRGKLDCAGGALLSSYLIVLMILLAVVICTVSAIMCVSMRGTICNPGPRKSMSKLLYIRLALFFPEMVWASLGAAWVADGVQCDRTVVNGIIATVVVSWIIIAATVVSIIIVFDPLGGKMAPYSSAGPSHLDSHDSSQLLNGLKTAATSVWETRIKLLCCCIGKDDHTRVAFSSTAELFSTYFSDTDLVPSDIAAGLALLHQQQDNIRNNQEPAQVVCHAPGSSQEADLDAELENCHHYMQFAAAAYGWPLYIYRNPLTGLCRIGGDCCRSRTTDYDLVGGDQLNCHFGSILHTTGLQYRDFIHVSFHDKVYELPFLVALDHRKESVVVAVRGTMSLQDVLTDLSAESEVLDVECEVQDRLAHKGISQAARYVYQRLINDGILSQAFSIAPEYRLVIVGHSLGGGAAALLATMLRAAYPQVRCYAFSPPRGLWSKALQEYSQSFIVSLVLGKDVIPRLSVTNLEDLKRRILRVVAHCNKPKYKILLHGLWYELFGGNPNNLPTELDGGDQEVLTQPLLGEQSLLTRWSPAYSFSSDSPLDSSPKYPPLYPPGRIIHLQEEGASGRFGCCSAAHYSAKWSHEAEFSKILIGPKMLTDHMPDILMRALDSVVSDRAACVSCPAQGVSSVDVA
An asterisk follows results filed as active; x = no result given; + = active, no number.

SMILES	HTR5A inv ag	Tat export inh	HTR5A ag	E coli growth	PKA-R1A activ	PKA-R2B act	AddAB inh	SUMO Mot1 rescue	CDK5 inh	phage Ecoli inh	DAGLB inhibitor
Cc1cc(C)c2nc(Cl)c(Cl)nc2c1	-8	-5	-5	-0.1	1	-2	-0.1	9	0.2	0.5	1
Clc1ccc2c(c1)Nc1ccccc1CC2	-15	-15	4	1.9	-8	-8	1.2	15	-2.2	2.2	-12
CC(NC(=O)C1CCC(CNS(=O)(=O)c2ccccc2)CC1)c1ccccc1 (stereo not given)	-10	3	3	-1.7	0	-2	-0.6	-4	0.0	-2.3	-1
CCC1CCCCN1C(=O)c1c[nH]c2ccc(S(=O)(=O)N(C)c3ccc(Cl)cc3)cc2c1=O (stereo not given)	-20	-2	8	1.1	-3	3	0.3	3	2.0	3.3	-3
CCOc1ccccc1NC(=O)C(OC(=O)c1ccc(N(C)C)cc1)c1ccccc1 (stereo not given)	4	2	-1	0.0	-4	-1	2.5	5	1.6	3.6	-1
CC(=O)Nc1ccc(NC(=O)CSc2ccc3nnc(-c4cccnc4)n3n2)cc1	10	10	0	-2.5	-3	-17	0.7	16	-1.1	0.4	-1
O=C(c1c(F)cccc1F)N1CCN=C1SCc1ccccc1	-25	11	-3	1.5	2	5	1.0	-1	2.4	3.4	-3
CCC(c1nnc(SCC(=O)NC23CC4CC(CC(C4)C2)C3)o1)N(C)C (stereo not given)	-8	-4	3	1.0	-3	-7	0.3	11	0.6	0.7	1
C=CCc1ccccc1OCC(=O)NNC(=S)NCc1ccccc1	17	-7	-1	1.1	9	0	-0.9	-7	-1.0	2.0	5
CN(C(=O)c1ccccc1C(=O)OCC(=O)Nc1ccc(S(N)(=O)=O)cc1)c1ccccc1	-6	3	1	1.1	12	5	0.0	-11	-1.7	6.3	3
Cc1nc2cc(NS(=O)(=O)c3ccc(Br)cc3)ccc2n1C	4	1	-3	-0.7	2	6	-0.9	-10	-0.7	3.8	3
CCOC(=O)c1ccc2ncc(-c3ccccc3)nc2c1	-24	5	4	x	-7	-10	x	x	1.5	1.4	-21
Cc1ccc(/C=C(\C#N)C(=O)Nc2c(C)cccc2C)s1	0	13	-1	-1.1	-2	-8	1.2	55	0.9	2.8	-5
CN(C(=O)CN1C(=O)S/C(=C\c2ccccc2Cl)C1=O)C1CCS(=O)(=O)C1 (stereo not given)	-9	-5	2	-1.4	6	6	-0.3	13	1.3	-4.5	4
O=C(CSc1nnc(-c2ccco2)o1)NC1CCCCCC1	0	-6	-4	0.2	-13	-9	3.9	331	-1.4	1.6	2
NC(N)=Nc1nc2ccc([N+](=O)[O-])cc2[nH]1	-5	-8	1	1.4	-4	-3	2.1	-8	4.4	1.3	0
CCOc1ccc(S(=O)(=O)NCCC(=O)NC(C)CCc2ccccc2)cc1 (stereo not given)	10	-3	-1	0.0	1	-3	-0.8	-8	-0.7	0.5	2
Cc1ccc(C(=O)c2ccc([N+](=O)[O-])cc2)cc1C	-6	0	-1	-1.4	-9	4	1.3	-2	-1.6	2.6	-9
CCOc1ccc(NC(=O)CSc2ncn[nH]2)c([N+](=O)[O-])c1	-32	27	9	0.6	-7	-2	5.4	-8	-4.3	2.1	0
Cc1cccc(CSC(=N)N)c1	9	-5	5	2.3	6	-1	6.0	9	-1.2	4.9	4
O=C(OCC1CCC=CO1)C1CCC=CO1 (stereo not given)	7	4	-2	x	-19	-15	x	x	-2.4	0.2	0
O=C(NCC1CCCO1)C(C(=O)c1ccc(F)cc1)n1ccccc1=O (stereo not given)	13	-1	-5	-4.6	3	-5	-0.7	-13	-1.5	2.8	-1
NC(=O)c1ccc(Nc2ccc([N+](=O)[O-])cc2[N+](=O)[O-])cc1	-7	1	3	-1.7	-8	2	2.6	-6	-0.3	2.9	6
Cc1cccc(S(=O)(=O)Nc2ccc(C)c3c2OC(C)(C)C3)c1	-2	-3	-3	-0.9	-4	0	2.0	-22	-0.7	2.6	-5
O=C(C1CCCCN1S(=O)(=O)c1ccccc1[N+](=O)[O-])N1CCCCC1 (stereo not given)	-38	25	2	1.6	-11	-12	0.1	274	0.3	0.8	-1

Further results follow:
SMILES	HTR5A inv ag	Tat export inh	HTR5A ag	E coli growth	PKA-R1A activ	PKA-R2B act	AddAB inh	SUMO Mot1 rescue	CDK5 inh	phage Ecoli inh	DAGLB inhibitor
COc1cccc(C(=O)N2CCN(C(=O)C3CCCO3)CC2)c1 (stereo not given)	9	-2	3	-0.6	20*	4	3.0	x	0.8	0.4	0
COCCCNC(=O)c1ccc2c(=O)n(C3CCCC3)c(=S)[nH]c2c1	20	13	1	2.3	-2	0	-0.5	-10	0.8	2.5	-1
CC1CC(C)CN(CCCNC(=O)CCNC(=O)Cn2ccc3ccccc3c2=O)C1 (stereo not given)	-4	-8	2	-0.2	-4	-3	1.8	83	1.1	-0.1	3
O=C(CCn1nnc2ccccc21)Nc1nnc(Cc2ccc(F)cc2)s1	-8	-9	-4	3.5	-9	-3	-0.3	-11	-1.5	-0.8	-2
Cc1cc(-c2ccccc2)[nH]c(=O)c1C#N	2	-1	-1	-1.6	-4	5	1.7	4	1.0	3.4	0
Cc1noc(C)c1COc1cccc(C(=O)OCC(=O)N2CC(=O)Nc3ccccc32)c1	-9	-6	3	-0.3	-1	4	3.1	39	-1.6	1.6	1
C[C@H](NC(=O)[C@H](Cc1ccccc1)NC(=O)c1cc2cc(Cl)ccc2n1C)C(=O)O	0	1	0	-0.9	7	-3	-0.7	-11	-1.5	1.5	4
CSCCC(NC(=O)c1ccccc1Br)C(=O)NCc1ccc(F)cc1 (stereo not given)	6	-4	-2	3.7	-1	3	2.6	-11	-1.0	-0.5	0
CCOc1ccc2c(c1)OC(c1ccc(OC)cc1)(C(F)(F)F)NC2=O (stereo not given)	-12	3	-1	-0.6	-7	-4	3.7	-35	0.4	2.6	3
O=C(CN1C2CCCC1CC(NC(=O)c1ccccc1)C2)NC1CC1 (stereo not given)	-2	1	1	0.7	5	-3	0.2	4	2.8	0.9	-1
COC(=O)CNC(=O)CSc1ccccn1	11	-8	-5	-1.3	-3	5	1.1	+	1.4	-5.2	-2
CCOC(=O)C(Cc1ccnnc1)=NO	4	5	-1	x	-1	-2	x	x	0.8	1.9	-2
COn1c(=O)c(=O)n(O)c2ccccc21	33	-7	-13	1.4	-5	-7	3.9	-7	1.2	-0.1	2
O=C(OCC#CCSc1nnc(-c2cccc3ccccc23)o1)c1ccc(Cl)cc1	0	0	3	1.2	0	-4	3.0	30	-0.4	3.2	-4
O=C(C[C@H]1C/C=C/CC[C@H](Cc2ccc(F)cc2)C(=O)O[C@H](c2ccccc2)CNC1=O)NCCO	-4	10	1	-3.2	13	-6	-0.2	-19	1.9	0.9	0
Cc1cn(CCC(=O)Nc2ccc(N3CCOCC3)cc2)c2ccccc12	4	-1	3	-2.3	3	-4	2.4	3	-0.1	1.5	-6
Cc1cc(C)cc(C(=O)Nc2cc3c4c(c2)CC(=O)N4CCC3)c1	3	1	-1	3.0	-3	7	1.3	1	-2.2	1.8	0
O=C(CCC1COc2ccccc2O1)NCc1ccco1 (stereo not given)	15	-8	2	3.8	-10	-7	2.4	-3	0.4	1.8	-1
Cc1ccccc1N1C(=O)c2sc3nc4c(c(=O)n3c2C1=O)CCC4	-1	3	-2	-0.8	-7	-5	3.0	18	1.4	x	1
Oc1ccc(/C=N/N(c2ccccc2)c2ccccc2)c(O)c1O	-10	3	4	0.8	-4	0	3.9	6	8.6	11	18
CCC(=O)c1ccc(Oc2nc3c(c(=O)n(C)c(=O)n3C)n2CC)cc1	3	-12	1	0.8	6	-15	0.0	-5	-0.7	-1.2	-2
COC(=O)C1CN(C(=O)C(C)Oc2ccccc2F)c2ccccc2O1 (stereo not given)	-21	-4	5	0.9	-7	-5	-0.2	-14	0.3	4.1	3
COc1ccc(S(=O)(=O)N2CC3C4C=CC(C4)C3C2)cc1 (stereo not given)	-5	-3	-1	-3.2	-1	-2	2.1	55	-0.4	1.7	-2
Cc1c(NC(=O)C(C)OC(=O)c2sc3ccccc3c2Cl)c(=O)n(-c2ccccc2)n1C (stereo not given)	1	3	1	-1.1	5	-2	-0.7	6	-1.2	2.4	0
COc1ccc(S(=O)(=O)N2CCCC(C(=O)NCCC3=CCCCC3)C2)cc1 (stereo not given)	-8	-1	6	0.8	3	-11	1.6	-10	1.9	1.7	-5

Some of the entries so far, field by field.
> Cc1cc(-c2ccccc2)[nH]c(=O)c1C#N
- HTR5A inv ag: 2
- Tat export inh: -1
- HTR5A ag: -1
- E coli growth: -1.6
- PKA-R1A activ: -4
- PKA-R2B act: 5
- AddAB inh: 1.7
- SUMO Mot1 rescue: 4
- CDK5 inh: 1.0
- phage Ecoli inh: 3.4
- DAGLB inhibitor: 0

> CCC(=O)c1ccc(Oc2nc3c(c(=O)n(C)c(=O)n3C)n2CC)cc1
- HTR5A inv ag: 3
- Tat export inh: -12
- HTR5A ag: 1
- E coli growth: 0.8
- PKA-R1A activ: 6
- PKA-R2B act: -15
- AddAB inh: 0.0
- SUMO Mot1 rescue: -5
- CDK5 inh: -0.7
- phage Ecoli inh: -1.2
- DAGLB inhibitor: -2

Additional results.
SMILES	HTR5A inv ag	Tat export inh	HTR5A ag	E coli growth	PKA-R1A activ	PKA-R2B act	AddAB inh	SUMO Mot1 rescue	CDK5 inh	phage Ecoli inh	DAGLB inhibitor
CCCOC(=O)c1ccc(OCC(O)CN2C(=O)NC(C)(C)C2=O)cc1 (stereo not given)	15	0	5	2.2	-3	0	2.1	-4	-0.3	2.4	3
Cc1ccc(S(=O)(=O)N2CCN(C(=S)NCC3CCCO3)CC2)cc1 (stereo not given)	-15	-2	3	-2.4	0	0	4.4	-10	0.5	3.8	-1
COc1ccc2[nH]cc(C(O)CN3CCN(c4ccccc4F)CC3)c2c1 (stereo not given)	-14	2	1	2.2	5	-5	-0.5	-7	0.3	-0.4	4
Cc1ccccc1-n1c(SCC(=O)c2c(N)n(C3CC3)c(=O)[nH]c2=O)nnc1N1CCOCC1	-6	-9	2	0.9	1	0	0.9	-19	1.2	0.1	-1
Cc1ccc(CNC(=O)CCCc2ccccc2)cc1	-21	2	7	-0.8	-12	-4	-2.9	8	1.0	4.6	-12
CC(C)n1c(NCCO)nc2ccccc21	0	-4	0	-0.5	14	10	-0.1	-4	-0.3	2.9	1
